PMI act – phosphomannose isomerase (human) activation | purified human PMI, coupled resazurin fluorescence, 20 min; hits give high values; 1 = vehicle control, 0 substrate-free wells | AID 1214 | activation factor at 20 µM | actives 0.005% (n = 190,000);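 active = activation factor of 2 or more at 20 µM, relative to plate controls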
Target sequence (P34949 whole entry, looked up): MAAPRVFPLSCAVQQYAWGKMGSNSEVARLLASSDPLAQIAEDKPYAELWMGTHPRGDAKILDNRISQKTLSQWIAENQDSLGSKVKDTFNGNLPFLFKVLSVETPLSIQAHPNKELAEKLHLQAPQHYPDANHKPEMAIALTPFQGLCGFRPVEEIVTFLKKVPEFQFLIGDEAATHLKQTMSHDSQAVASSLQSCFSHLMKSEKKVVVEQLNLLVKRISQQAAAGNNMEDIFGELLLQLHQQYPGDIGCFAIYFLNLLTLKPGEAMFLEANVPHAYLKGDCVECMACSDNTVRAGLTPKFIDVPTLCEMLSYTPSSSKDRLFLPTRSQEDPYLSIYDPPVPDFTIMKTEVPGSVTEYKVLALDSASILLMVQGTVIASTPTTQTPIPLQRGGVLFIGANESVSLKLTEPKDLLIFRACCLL
S1P3 antagonist – antagonists of human S1P3 receptor; Q99500; actives 0.27% (n = 170,000); CHO S1P3 NFAT-BLA reporter, FRET fluorescence, antagonist mode; AID 485; inhibition, % at 4.98 µM;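 active = inhibition above the plate cutoff, the mean inhibition of test wells on that plate plus 3 SD, cut at about 28% in these data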;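 also: cells challenged with S1P at its EC80 of 0.8 µM; blue over green emission ratio from cleaved BLA substrate after 4 h stimulation; 0% = S1P-stimulated wells and 100% = unstimulated DMSO-only wells; some compounds past the cut are filed as inactive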
PPARg SRC3 recr – PPARgamma-driven SRC-3 recruitment agonism; P37231; biochemical PPARgamma/SRC-3 coactivator recruitment assay; activation, % at 8 µM; actives 0.26% (n = 200,000); AID 731; in the data active = activation above about 23%;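 also: 0% = DMSO and 100% = reference agonist; some compounds past the cut are filed as inactive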
TR-FRET SRC-2 ct – flags TR-FRET format artefacts in PPARgamma SRC-2 recruitment agonist screen; TR-FRET ratio at 8 µM; TR-FRET artefact counter-screen; hits give high values; actives 0.4% (n = 200,000); in the data active = TR-FRET ratio above about 2000; also: inactives centre near 1500
PPARg SRC1 recr – promotes SRC-1 coactivator recruitment by human PPARgamma; PPARgamma-SRC-1 coactivator recruitment biochemical assay; actives 0.41% (n = 200,000); P37231; AID 631; activation, % at 8 µM; in the data active = activation above about 19%;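 also: 0% = DMSO and 100% = reference agonist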
PMI act hi M6P – PMI (human) activation, high substrate. actives 0.34% (n = 190,000). coupled PMI enzyme assay, resazurin fluorescence, 20 min; hits give high values; 1 = untreated enzyme, 0 = substrate-free blank. activation factor at 20 µM. P34949;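 active = activation factor of 2 or more at 20 µM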
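assay system = human phosphomannose isomerase with PGI, G6PDH, diaphorase coupling enzymes | quantity = 15 ng/mL PMI | incubation = enzyme reaction with compound 20 min at room temperature | medium = HEPES pH 7.4 buffer with MgCl2 and Tween-20 | compound dosing = one concentration, 20 µM, in 1% DMSO | measured by = Diaphorase-driven resazurin-to-resorufin fluorescence, excitation 544, emission 590 nm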
PPARg SRC2 recr – PPARgamma-driven SRC-2 recruitment agonism | P37231 | activation, % at 8 µM | actives 0.34% (n = 200,000) | PPARgamma LBD-SRC-2 recruitment, biochemical; in the data active = activation above about 22%;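 also: 0% = vehicle and 100% = reference agonist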
Diaphorase act – activates diaphorase or chemically reduces, flagging diaphorase assay artifacts; Diaphorase/resazurin coupled assay, resorufin fluorescence, 16 min; hits give high values; 1 = vehicle wells, 0 = NADH-free wells; activation factor at 20 µM; actives 0.005% (n = 190,000);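 active = diaphorase activity raised at least twofold by the compound at 20 µM; inactive = activation factor below 2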
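Test system: Clostridium kluyveri diaphorase, purified enzyme. Buffer or medium: 50 mM HEPES pH 7.4 buffer plus MgCl2 and Tween 20. Also added: 0.114 mM NADH and 0.1 mM resazurin, final amounts. Dosing: compound 20 µM once, DMSO 1%. Schedule: 16 min enzyme reaction, ambient temperature. Detection: fluorescence of resorufin, 544 nm excitation, 590 nm emission.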
Diaph inh CS – inhibits diaphorase or chemically oxidizes, flagging diaphorase assay artifacts; AID 1217; inhibition, % at 20 µM; diaphorase resazurin-to-resorufin fluorescence, NADH, 16 min; bacterial (C. kluyveri) enzyme, not human; actives 0.69% (n = 190,000);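 active = primary screen inhibition at 20 µM above a set limit, cut at about 50% in these data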;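 also: plate controls were DMSO with full reaction for no effect and wells lacking NADH for full effect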
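Detection: fluorescence of resorufin formed from resazurin, Ex 544/Em 590 nm; test system: Clostridium kluyveri diaphorase enzyme; amount: 0.14 U/mL diaphorase, enzyme working solution; times: 16-min room-temperature incubation before reading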
ROMK mod – modulators of human ROMK potassium channel. P48048. Tet-inducible ROMK, thallium flux fluorescence; actives lie on both sides. B-score at 10 µM. actives 2% (n = 130,000). AID 1918;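 active = signal ratio slope over the read window, or its plate-corrected B-score, at least 3 SD from the plate mean, either direction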;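 also: B-score of the F/F0 ratio slope over 7 to 12 s after thallium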
Target sequence (P48048 whole entry, looked up): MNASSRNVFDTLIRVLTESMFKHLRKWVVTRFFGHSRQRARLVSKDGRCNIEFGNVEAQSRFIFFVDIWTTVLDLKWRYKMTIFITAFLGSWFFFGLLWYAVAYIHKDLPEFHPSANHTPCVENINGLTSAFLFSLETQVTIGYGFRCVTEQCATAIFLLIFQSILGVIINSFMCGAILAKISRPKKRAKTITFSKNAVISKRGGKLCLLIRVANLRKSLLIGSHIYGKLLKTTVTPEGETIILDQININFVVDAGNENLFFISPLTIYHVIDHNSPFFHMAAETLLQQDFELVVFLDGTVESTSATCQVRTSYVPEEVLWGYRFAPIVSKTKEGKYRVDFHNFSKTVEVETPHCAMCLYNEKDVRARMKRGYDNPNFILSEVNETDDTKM
G6PDH counter – L. mesenteroides G6PDH inhibition counter-screen; actives 0.12% (n = 200,000); inhibition, % at 5 µM; Purified L. mesenteroides G6PDH, diaphorase/resazurin coupled fluorescence, 45 min; in the data active = inhibition above about 50%
An asterisk follows results filed as active; . = not tested or not shown.

SMILES	PMI act	S1P3 antagonist	PPARg SRC3 recr	TR-FRET SRC-2 ct	PPARg SRC1 recr	PMI act hi M6P	PPARg SRC2 recr	Diaphorase act	Diaph inh CS	ROMK mod	G6PDH counter
N/C(=N\c1nc(CSc2ccc(Cl)cc2)cc(=O)[nH]1)Nc1cccc2ccccc12	1	.	-8	1372	3	1	-1	1	3	-0.078	0
COC(=O)CSc1nc2ncccc2[nH]1	1.1	.	-4	1624	0	1.1	-2	1.1	-8	-0.54	2
CC1(C)OC(=O)C(=CNc2ccc(F)cc2)C(=O)O1	1	-5	-1	1507	4	1	-3	0.9	9	0.87	1
Cc1ccc(C(=O)NC(NC(=S)Nc2ccc(S(N)(=O)=O)cc2)C(Cl)(Cl)Cl)cc1 (stereo not given)	0.7	1	2	1609	2	0.8	3	0.7	27	.	9
Cc1ccc(-c2nc3c(c(=O)[nH]c(=O)n3Cc3ccccc3)n2C)o1	1.2	6	2	1519	10	1.3	2	0.8	18	0.38	2
CC1(C)C(=O)OC(c2cccn2-c2ccc([N+](=O)[O-])cc2)C(C)(C)C1=O (stereo not given)	0.3	2	0	1659	4	0.9	2	0.9	9	.	5
Cc1ccc(C(=O)Nc2sc(C)c(C)c2C(=O)c2ccccc2)cc1	0.5	-6	-1	1310	2	0.9	2	0.9	11	-0.16	-20
CCn1c(SCc2nc3ccccc3[nH]2)nnc1-c1cnccn1	1	3	-2	1445	-5	1	-1	0.9	5	.	-5
Nc1ccc2c3c(cccc13)CC2	0.5	.	15	1788	17	0.4	-2	0.4	56*	-2	40
O=c1cc(CCl)nc2sc3ccccc3n12	1.2	-7	2	1412	4	1.1	3	0.9	9	1.1	-3
Cc1ccc(CNC(=O)c2ccc3c(=O)n(CC4CCCO4)c(=S)[nH]c3c2)cc1 (stereo not given)	0.9	.	2	1456	4	0.8	6	0.9	7	-0.087	-23
CCOc1ccc(NS(=O)(=O)c2ccc(NC(C)=O)c(OC)c2)cc1	1.1	.	-3	1493	1	1.1	3	1	5	0.77	1
O=C(/C=C/c1ccccc1)NCc1ccco1	1	1	4	1487	4	1	3	1.1	-13	0.57	14
O=S(=O)(NCC(O)COCc1ccco1)c1cccs1 (stereo not given)	1.1	.	.	.	.	1.1	.	1	4	.	2
Cc1cc(=O)[nH]c(SCC(=O)N2CCN(C(c3ccccc3)c3ccccc3)CC2)n1	1	-4	-12	1427	3	0.9	-10	0.9	13	.	-19

Compound profiles, as listed above. Order of screens: PMI act, S1P3 antagonist, PPARg SRC3 recr, TR-FRET SRC-2 ct, PPARg SRC1 recr, PMI act hi M6P, PPARg SRC2 recr, Diaphorase act, Diaph inh CS, ROMK mod, G6PDH counter
Results for `CC1(C)C(=O)OC(c2cccn2-c2ccc([N+](=O)[O-])cc2)C(C)(C)C1=O` (stereo not given) = 0.3, 2, 0, 1659, 4, 0.9, 2, 0.9, 9, ., 5
Results for `Cc1ccc(-c2nc3c(c(=O)[nH]c(=O)n3Cc3ccccc3)n2C)o1` = 1.2, 6, 2, 1519, 10, 1.3, 2, 0.8, 18, 0.38, 2
Results for `Cc1ccc(CNC(=O)c2ccc3c(=O)n(CC4CCCO4)c(=S)[nH]c3c2)cc1` (stereo not given) = 0.9, ., 2, 1456, 4, 0.8, 6, 0.9, 7, -0.087, -23
Results for `CCOc1ccc(NS(=O)(=O)c2ccc(NC(C)=O)c(OC)c2)cc1` = 1.1, ., -3, 1493, 1, 1.1, 3, 1, 5, 0.77, 1
Results for `N/C(=N\c1nc(CSc2ccc(Cl)cc2)cc(=O)[nH]1)Nc1cccc2ccccc12` = 1, ., -8, 1372, 3, 1, -1, 1, 3, -0.078, 0

Additional results follow.
SMILES	PMI act	S1P3 antagonist	PPARg SRC3 recr	TR-FRET SRC-2 ct	PPARg SRC1 recr	PMI act hi M6P	PPARg SRC2 recr	Diaphorase act	Diaph inh CS	ROMK mod	G6PDH counter
COc1cccc(/C(O)=C2/C(=O)C(=O)N(CCN(C)C)C2c2ccc(Br)cc2)c1 (stereo not given)	1	.	-6	1402	3	0.9	-1	0.8	21	0.7	5
COc1ccc(OC)c(S(=O)(=O)Nc2ccccc2SC)c1	0.8	0	-3	1453	3	0.4	3	0.8	25	.	0
CC(=O)O[C@@H]1[C@@]2(C)O[C@H]2CC[C@]23O[C@H]2[C@H](OC3=O)C2=C(C)C(=O)O[C@@]21O	1	-19	5	1454	9	0.9	2	0.8	16	-0.13	13
O=C(COc1ccc(Cl)cc1)Nc1cnn(Cc2c(Cl)cccc2Cl)c1	0.9	.	7	1609	6	1	4	1	3	.	2
Cc1cc(NC(=O)CCC(=O)N(Cc2ccco2)C(C)(C)C(=O)NC2CCCCC2)no1	1	.	1	1361	2	1	-1	0.9	8	0.4	3
CC(C)(C)c1ccc(Cn2nnc3c(=O)[nH]c(C4CCN(C(=O)Cc5cccs5)CC4)nc32)cc1	0.8	-13	2	1700	-3	0.9	5	0.7	28	.	13
COc1ccc(C(=O)Nc2ccccc2N2CCN(C(=O)C(C)C)CC2)cc1Cl	0.8	.	2	1587	-2	0.8	2	0.8	24	0.93	3
CC[C@H](C)[C@@H]1NC(=O)c2cc([N+](=O)[O-])cc(I)c2NCC[C@@H](C(N)=O)NC(=O)[C@H](CCCN=C(N)N)NC1=O	1.2	-2	1	1581	1	1.2	7	1	4	-0.85	12
CCc1cccc(C)c1NC(=S)N(CCCN1CCN(C)CC1)Cc1cccs1	1	4	-1	1463	0	1	-5	1.1	-6	-1	11
Cc1cc(C)c2c(=O)[nH]n(C(C)C)c2n1	0.9	9	-8	1499	3	1	3	1	4	.	21
Cn1c(Sc2ccc(Cl)cc2)c(C=O)c2ccccc21	0.8	.	10	1807	4	0.8	1	0.7	27	.	-13
CCCS(=O)(=O)N1CCN(C(=O)CCC2CCCC2)CC1	1	-18	15	1647	5	1	5	1	-4	0.029	23
CCOC(=O)c1cnn(-c2ccccc2)c1-n1cccc1C(=O)C(=O)N(C)C	1	-4	0	1516	5	1	-7	1	4	0.94	-4
CC(C)(C)C1CCc2sc(C(=O)NNC(=O)CCl)cc2C1 (stereo not given)	1	-11	0	1514	2	0.9	-8	0.8	17	-0.094	0
COc1ccc(OC)c(S(=O)(=O)N2CCC(C(=O)NCc3ccccc3)CC2)c1	1	-2	-4	1455	-4	1	5	0.9	6	-2	1
CC1CCCCC1NC(=O)CCS(=O)(=O)c1cccc2nonc12 (stereo not given)	0.9	.	1	1758	9	0.9	7	0.9	14	.	14
Cc1ccc(Cn2c(CN3CC(C)OC(C)C3)nc3c2c(=O)n(C)c(=O)n3C)cc1 (stereo not given)	0.9	6	-3	1559	1	0.9	12	0.9	15	.	0
Cc1ccc(NC(=O)c2ccc(Oc3ncccn3)cc2)cc1	1	-14	-1	1442	-3	1.1	3	1	-4	0.81	4
O=C(CCCCn1c(=O)[nH]c2ccccc2c1=O)N1CCN(c2cccc(C(F)(F)F)c2)CC1	0.8	11	-1	1447	2	0.9	-2	0.8	25	-1.8	4
CCc1ccc(CNC(=O)C(=O)NCC2CCCO2)cc1 (stereo not given)	1	-6	0	1573	-4	1.1	2	1	1	0.43	4
COc1ccccc1OCCNC(=O)c1cc([N+](=O)[O-])cc([N+](=O)[O-])c1	1	-4	0	1681	5	0.9	4	0.9	8	0.11	-2
Cc1cccc(N2C(=O)CC(N3CCN(c4ccccc4)CC3)C2=O)c1 (stereo not given)	0.9	.	-11	1392	1	0.9	7	1	5	0.059	9
Cc1nc2sc3c(c2c(=O)[nH]1)CCC3	1	-38	1	1483	7	1	1	1.1	-7	.	4
CCSC1=NC(=O)/C(=C2/C=Cc3ccccc3N2CC)S1	0.8	8	7	1693	6	0.9	4	0.8	16	-0.021	4
Cn1c2ccccc2c2ncn(CCCN3CCOCC3)c(=O)c21	0.9	-14	-10	1389	16	0.9	-3	0.9	5	.	1
O=C(NCc1ccc(Cl)cc1Cl)C1CC(=O)N(Cc2ccccc2)C1 (stereo not given)	1	-9	6	1511	5	1.1	6	1	3	.	-1
COc1ccc(N2Nc3n[nH]c(N)c3N2)cc1	1.4	.	0	1779	5	1.5	11	1	2	.	0
CC(C)c1ccc(NC(=O)C(c2ccc3c(c2)OCO3)N2CCN(C(=O)c3ccco3)CC2)cc1 (stereo not given)	0.8	0	1	1436	10	0.9	-2	0.8	18	.	3
NCCCC[C@H]1NC(=O)[C@H](CCC(=O)O)NC(=O)c2cc([N+](=O)[O-])cc(I)c2OCC[C@@H](C(N)=O)NC1=O	1.2	-12	-4	1433	0	1.2	-2	0.7	32	-0.33	13
CC1(C)Cc2c(C#N)c(NCCc3ccccc3)nc(-c3ccco3)c2CO1	1.2	.	0	1569	1	1.3	4	0.8	24	-0.36	-18
COC(=O)c1cc(C(=O)c2cc(Cl)ccc2O)coc1=N	1	-2	0	1621	5	1	-3	1	2	-0.25	11
Cc1cc(C)c(C#N)c(SCc2ccc(C#N)cc2)n1	1	16	-8	1400	-1	1	-3	1	4	.	-5
O=C(O)CS(=O)(=O)c1ccc(C(F)(F)F)cn1	1	-4	-1	1584	-1	1	0	0.9	5	0.75	-5
COc1ccc(CCN2C(=O)c3ccncc3C2=O)cc1OC	1	.	-2	1434	2	1.1	0	1.1	-6	.	3
COc1ccc(Nc2ccc(C(=O)O)cc2[N+](=O)[O-])cc1	1	-2	3	1569	-4	1.1	8	0.9	6	.	-2
CC(Oc1ccc(Cl)cc1Cl)C(=O)NCCCCc1ccccc1 (stereo not given)	1	-6	-1	1279	-2	1	-7	0.9	10	.	0
O=c1c2c(n3nnnc3n1-c1ccccc1)-c1ccccc1CC21CCCC1	0.9	6	5	1508	7	0.9	5	0.8	15	.	7
Cc1onc(-c2c(F)cccc2Cl)c1C(=O)N1CCN(c2ncccn2)CC1	0.9	-9	4	1693	3	0.9	10	0.8	22	0.24	15
O=C1CC(=C(c2ccccc2)c2ccccc2)C(=O)N1CCN1CCN(c2cccc(Cl)c2)CC1	1	.	-3	1328	1	1	2	0.8	15	-1.5	4
O=C(CCCl)N(Cc1nc2ccccc2c(=O)[nH]1)Cc1cccs1	1.1	3	1	1703	0	1.1	5	1	-1	0.45	4
Cn1c(=O)oc2cc(C(=O)c3ccccc3)ccc21	0.9	.	-4	1524	2	0.8	0	0.8	20	0.015	-9
CCOC(=O)c1c(C)[nH]c(C(=O)/C(C#N)=C/c2ccc(OCC)cc2)c1C	0.8	0	-1	1375	-1	0.9	-1	0.9	14	.	14

Screening data deposited in PubChem by several laboratories.
